Bioassay records (PubChem)
S-ASM inh: Inhibitors of Secretory Acid Sphingomyelinase (S-ASM): qHTS. actives 0.006% (n = 340,000). Sphingomyelin phosphodiesterase (Homo sapiens), P17405. placental ASM, HMU-PC fluorogenic substrate, 60 min. Potency, µM (series often up to 57.5 µM), for inactives: top-dose activity change, negative = inhibition, most hits filed as inhibitors; also: potency is read from the fitted curve at half-maximal effect
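HMU-PC0 cleavage (9 uM final) by human placental ASM, 60 min at 37 °C following 10 min compound exposure at RT; stopped at pH 10, fluorescence Ex 386/Em 447 nm.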
Eya2 inh: qHTS Assay for Inhibitors of the Phosphatase Activity of Eya2 | recombinant Eya2, OMFP fluorescence dephosphorylation (OMFP is methylfluorescein phosphate) | Potency, µM (highest dose often 76.9 µM), without a hit: at the highest dose activity, negative = inhibition, hits mostly inhibitors | actives 0.006% (n = 330,000); also: potency is read from the fitted curve at half-maximal effect; % is scaled to controls: 0 for no effect and ±100 for the full control effect
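Eya2 (0.2 uM) preincubated 10 min at ambient with compound, then OMFP substrate added at 50 uM; 10 min reaction in 50 mM HEPES pH 7.5, 50 mM NaCl, 5 uM MgCl2, 0.05% BSA, 1 mM DTT. Fluorescence read at Ex 485/Em 525 nm.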
USP2a block: qHTS Assay for Inhibitors of Ubiquitin-specific Protease USP2a Using CHOP2 as the Reporter. USP2 core, Ub-CHOP2 coupled fluorogenic reporter, 485/531. Potency, µM (highest dose often 38.3 µM), for inactives: at the top dose activity change, negative = inhibition, most hits filed as inhibitors. actives 0.01% (n = 330,000). AID 463254, 2010;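 also: potency is read from the fitted curve at half-maximal effect; plate controls were DMSO wells for no effect and full inhibition by NEM control for full effect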
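Deubiquitinase activity read as fluorescence (485/531 nm) after Ub-CHOP2 cleavage activates the enterokinase reporter on its substrate; USP2 core 10nM, Ub-CHOP2 and substrate 25nM each, 30min compound preincubation then 60min RT; data normalized to NEM, curves fitted.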
a7 integrin act: qHTS for Activators of Integrin-Mediated Alleviation for Muscular Dystrophy; alpha7betagal myoblasts, beta-gal FDG fluorescence, 48 h; Potency, µM (titrated, usually from 38.3 µM), for the others: at the top dose activation, actives largely listed as activators; actives 0.064% (n = 350,000);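 also: potency is read from the fitted curve at half-maximal effect; 100% = response of the positive control SU9516; nearly all actives have a fitted effect of over 60% in size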
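Alpha7betagal+/- myoblasts (passage 13) were plated 16-24 hr, then exposed to compounds (1:260 dilution of DMSO stock) for 48 hours at 37C. After MPER lysis, β-galactosidase reporter activity was read as FDG fluorescence (ex 480/em 540) after 30 minutes.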
BRCA1 expr act: qHTS Assay to Identify Small Molecule Activators of BRCA1 Expression. MCF7-BRCA1-FFLuc reporter, luminescence, 48 h; response scale: scaled: vehicle 0%, 10 µM genistein 100%. Potency, µM (titrated, usually from 46.1 µM), for the others: top-dose activation, most hits filed as activators. actives 1.1% (n = 380,000). AID 624202, 2012; also: potency is read from the fitted curve at half-maximal effect; nearly all actives have a fitted effect of over 80% in size; some results filed as inactive show a strong effect at the top dose
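Reporter cells (MCF7, BRCA1 promoter-firefly luciferase) received library compounds across a concentration series for 48 h. End-point luminescence was measured and concentration-effect curves derived after normalization.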
TSG101-PTAP inh: qHTS Assay for Iinhibitors of HIV-1 Budding by Blocking the Interaction of PTAP/TSG101. Tumor susceptibility gene 101 protein (Homo sapiens), Q99816. Fluorescence polarization, FITC-PTAP peptide / Tsg101 binding. Potency, µM (titrated, usually from 115 µM), for the others: top-dose activity change, negative = inhibition, most hits filed as inhibitors. 340,000 tested, under 10 active; active = well fitted inhibition curve with a large enough effect in the main read-out, with a control signal flat, not every such curve was filed as active; inconclusive = small, poorly fitted or top-dose-only effect, or effect the other way, or a change in a side signal; inactive = no such curve, though single readings can be large or run the other way; also: potency is read from the fitted curve at half-maximal effect; % of control where 0% means no effect
Target sequence (Q99816 whole entry, looked up): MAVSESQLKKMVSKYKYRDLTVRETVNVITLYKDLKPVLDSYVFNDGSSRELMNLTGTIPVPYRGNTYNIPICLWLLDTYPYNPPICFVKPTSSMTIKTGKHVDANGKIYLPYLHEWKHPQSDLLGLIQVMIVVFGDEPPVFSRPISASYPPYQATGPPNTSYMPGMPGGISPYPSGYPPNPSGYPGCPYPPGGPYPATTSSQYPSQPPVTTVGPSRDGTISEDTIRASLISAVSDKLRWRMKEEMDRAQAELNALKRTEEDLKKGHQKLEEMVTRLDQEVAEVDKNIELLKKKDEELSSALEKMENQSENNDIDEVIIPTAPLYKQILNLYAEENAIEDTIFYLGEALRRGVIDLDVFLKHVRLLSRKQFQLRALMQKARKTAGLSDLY
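Tsg101 binding domain (10 uM final) was mixed with compound and a FITC-labeled PTAP peptide (50 nM final) in HEPES pH 7.5 buffer with NaCl, Tween 20, EDTA and TCEP; fluorescence polarization was read after 20 min at r.t.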
uPA generation: qHTS for Inhibitors of Cell Surface uPA Generation. cell surface uPA generation assay, qHTS. Potency, µM (titrated, usually from 38.3 µM), for the others: top-dose activity change, negative = inhibition, most hits filed as inhibitors. actives 0.31% (n = 330,000); active = well fitted inhibition curve with a large enough effect; inconclusive = small, poorly fitted or top-dose-only effect; inactive = no such curve, though single readings can be large or run the other way; tested in mouse RAW 264.7 cells; also: potency is read from the fitted curve at half-maximal effect; % is scaled to controls: 0 for no effect and ±100 for the full control effect; nearly all actives have a fitted effect of over 55% in size
B2AR arrestin: qHTS assay of beta-arrestin-biased ligands of beta2-adrenergic receptor; actives 0.02% (n = 330,000); beta-arrestin recruitment to beta2AR, cell-based reporter; Potency, µM (series often up to 46.1 µM), inactives show at the highest dose activation, usual class: activators; Beta-2 adrenergic receptor (Homo sapiens), P07550;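 also: potency is read from the fitted curve at half-maximal effect; 0% = DMSO controls and full agonism = EC100 isoproterenol or metaproterenol; nearly all actives have a fitted effect of over 65% in size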
Target sequence (P07550 whole entry, looked up): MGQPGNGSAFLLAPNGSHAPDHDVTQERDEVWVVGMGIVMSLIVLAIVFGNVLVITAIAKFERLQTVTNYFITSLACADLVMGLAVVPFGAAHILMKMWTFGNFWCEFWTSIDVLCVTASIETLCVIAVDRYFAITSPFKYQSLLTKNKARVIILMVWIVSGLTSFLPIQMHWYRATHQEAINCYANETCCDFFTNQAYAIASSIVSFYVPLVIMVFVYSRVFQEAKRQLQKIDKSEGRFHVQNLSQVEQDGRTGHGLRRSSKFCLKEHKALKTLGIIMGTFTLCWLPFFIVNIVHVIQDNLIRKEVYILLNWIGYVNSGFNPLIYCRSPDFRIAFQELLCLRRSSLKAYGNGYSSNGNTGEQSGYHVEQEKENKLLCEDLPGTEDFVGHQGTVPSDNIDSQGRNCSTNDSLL
TRPV1 agonist: HTS Assay for Compounds that Act as Agonists of the Vanilloid Receptor 1 | TRPV1-expressing cells, Fluo-8 calcium influx, agonist mode | AID 540275, 2011 | actives 0.19% (n = 320,000) | activation, % at 8.33 µM; in the data active = activation above about 80%; inconclusive = between about 30% and that limit; also: 0% is about no effect
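Fluo-8 calcium influx in TRPV1-expressing cells, kinetic read (ex 480/em 520 nm). Compound added and read 3 min for agonist activity, followed by capsaicin at EC20 final and 2 min further read for enhancement.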
* marks the source's active call; other numbers are inactive results; & = joins results of further samples; [ ] = another dose, or the depositor's remark. Unless noted, calls follow the shape of the dose curve; as a rule, active = well fitted curve in the direction sought with a large enough effect; inconclusive = small, poorly fitted or top-dose-only effect, or another doubt; inactive = no such curve, though single readings can be large; an effect the other way counts as inactive or inconclusive. These rows are one share of the data, so the mix of outcomes need not match the whole.

How did CS(=O)(=O)c1ccc(C2=C(CNC(=O)c3ccc([N+](=O)[O-])cc3)[C@H]3CC[C@@H](C2)N3CCOc2ccccc2)cc1 do in these assays?
a7 integrin act: -51%[inhibitor]; BRCA1 expr act: 4%

How did COC(=O)C1=C(c2ccc(OCc3ccccc3)cc2)C[C@@H]2CC[C@H]1N2C do in these assays?
a7 integrin act: -33%; BRCA1 expr act: 7%

How did CC[C@@H](C(N)=O)N1CCCC1=O do in these assays?
Eya2 inh: 6%&-3%; USP2a block: 6%; B2AR arrestin: -0.2%; TRPV1 agonist: -5

How did CC(C)[C@]12O[C@H]1[C@@H]1O[C@]13[C@]1(O[C@H]1C[C@H]1C4=C(CC[C@@]13C)C(=O)OC4)[C@@H]2O do in these assays?
Eya2 inh: 3%; USP2a block: 5%; B2AR arrestin: -0.2%; TRPV1 agonist: 2

What do the screens show for `c1ccc2c(c1)[IH]c1ccccc1-2`?
S-ASM inh: 0%; BRCA1 expr act: -79%; TSG101-PTAP inh: 2%; uPA generation: inconclusive

How did Cc1cc(-c2ccc(N)c(C)c2)ccc1N do in these assays?
S-ASM inh: -8%; BRCA1 expr act: 8%; TSG101-PTAP inh: -1%; uPA generation: -15%

How did CNC(=O)CSP(=S)(OC)OC do in these assays?
S-ASM inh: 0%; BRCA1 expr act: 13%; TSG101-PTAP inh: -3%; uPA generation: -7%

Results for COc1cc(C(O)CNC(C)C)cc(F)c1OC (centres undefined) ?
S-ASM inh: 0%; BRCA1 expr act: -2%; TSG101-PTAP inh: 0%; uPA generation: 11%

Results for COc1ccc(CCN)cc1O ?
S-ASM inh: 3%; BRCA1 expr act: 14%; TSG101-PTAP inh: -7%; uPA generation: 8%

Results for COc1ccc(-c2coc3cc(O)ccc3c2=O)cc1 ?
S-ASM inh: 30%; BRCA1 expr act: inconclusive; TSG101-PTAP inh: -7%; uPA generation: inconclusive

Not a retest: 2 of the compounds above.
Results for COc1ccc(CCN)cc1O ?
S-ASM inh: 3%; BRCA1 expr act: 14%; TSG101-PTAP inh: -7%; uPA generation: 8%

Results for COc1ccc(-c2coc3cc(O)ccc3c2=O)cc1 ?
S-ASM inh: 30%; BRCA1 expr act: inconclusive; TSG101-PTAP inh: -7%; uPA generation: inconclusive

In the list so far, these have an aryl methoxy group:
Results for COc1cc(C(O)CNC(C)C)cc(F)c1OC (centres undefined) ?
S-ASM inh: 0%; BRCA1 expr act: -2%; TSG101-PTAP inh: 0%; uPA generation: 11%

Results for COc1ccc(CCN)cc1O ?
S-ASM inh: 3%; BRCA1 expr act: 14%; TSG101-PTAP inh: -7%; uPA generation: 8%

Results for COc1ccc(-c2coc3cc(O)ccc3c2=O)cc1 ?
S-ASM inh: 30%; BRCA1 expr act: inconclusive; TSG101-PTAP inh: -7%; uPA generation: inconclusive

The listing picks up, repeating the 2 entries before the break.
Results for COc1ccc(CCN)cc1O ?
S-ASM inh: 3%; BRCA1 expr act: 14%; TSG101-PTAP inh: -7%; uPA generation: 8%

Results for COc1ccc(-c2coc3cc(O)ccc3c2=O)cc1 ?
S-ASM inh: 30%; BRCA1 expr act: inconclusive; TSG101-PTAP inh: -7%; uPA generation: inconclusive

Results for CC(=O)N(C)CC#CCN1CCCC(CO)C1 (centres undefined) ?
S-ASM inh: 2%; BRCA1 expr act: 13%; TSG101-PTAP inh: 1%; uPA generation: 12%

What do the screens show for `C=CCN1CCC2(C)c3cc(O)ccc3CC1C2C` (centres undefined)?
S-ASM inh: -5%; BRCA1 expr act: 0%; TSG101-PTAP inh: inconclusive; uPA generation: 4%

What do the screens show for `COc1ccc(C(O)CNC(C)C)c(F)c1OC` (centres undefined)?
S-ASM inh: 1%; BRCA1 expr act: -7%; TSG101-PTAP inh: -10%; uPA generation: 1%

What do the screens show for `CCC(=O)Nc1ccc(Cl)c(Cl)c1`?
S-ASM inh: -1%; BRCA1 expr act: -11%; TSG101-PTAP inh: -1%; uPA generation: 2%

How did CC[C@H]1CN2CCC1C[C@@H]2[C@@H](O)c1ccnc2ccc(OC)cc12 (some centres undefined) do in these assays?
S-ASM inh: 4%; BRCA1 expr act: -26%; TSG101-PTAP inh: 2%; uPA generation: inconclusive

Results for Cc1ccc(-c2nc3ccc(C)cn3c2CC(=O)N(C)C)cc1 ?
S-ASM inh: 6%; BRCA1 expr act: 9%; TSG101-PTAP inh: -1%; uPA generation: -20%

How did O=C(O)c1cc(Oc2ccc(C(F)(F)F)cc2Cl)ccc1[N+](=O)[O-] do in these assays?
S-ASM inh: 9%; BRCA1 expr act: 9%; TSG101-PTAP inh: 0%; uPA generation: 10%

Results for CNCC(O)c1cc(OCc2ccccc2)c(OCc2ccccc2)cc1F (centres undefined) ?
S-ASM inh: -11%; BRCA1 expr act: -23%; TSG101-PTAP inh: -1%; uPA generation: -14%

What do the screens show for `C[C@]1(O)CC[C@H]2[C@@H]3CCC4=CC(=O)CC[C@]4(C)[C@@]3(F)[C@@H](O)C[C@@]21C`?
S-ASM inh: 2%; BRCA1 expr act: -13%; TSG101-PTAP inh: 0%; uPA generation: -3%

Results for Cc1nnc2ccc(-c3cccc(C(F)(F)F)c3)nn12 ?
S-ASM inh: -1%; BRCA1 expr act: -23%; TSG101-PTAP inh: -3%; uPA generation: 1%

What do the screens show for `NC(=O)c1ccc(N)nc1`?
S-ASM inh: 3%; BRCA1 expr act: 0%; TSG101-PTAP inh: 2%; uPA generation: -20%

How did Cc1ccc(N)cc1C do in these assays?
S-ASM inh: -1%; BRCA1 expr act: 12%; TSG101-PTAP inh: -1%; uPA generation: 1%

What do the screens show for `CCCNC(=O)N1[C@H]2CC[C@@H]1C(C(=O)OC)=C(c1ccccc1)C2`?
S-ASM inh: 1%; a7 integrin act: 0%; BRCA1 expr act: -5%; uPA generation: 5%
